Screens from PubChem BioAssay.
Vif-APOBEC3F blk: blocks the Vif interaction with APOBEC3F; 0.2% of 390,000 active; HeLa A3F-eYFP + Vif (tagged APOBEC3F with the HIV-1 protein that degrades it), YFP fluorescence increase; Potency, µM (highest dose often 46.1 µM), inactives show top-dose activity, negative = active; note: potency is the fitted concentration of half-maximal effect; % of control where 0% means no effect; nearly all actives have a fitted effect of over 65% in size
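HeLa cells stably expressing A3F-eYFP plus Vif, plated and incubated overnight at 37 deg C, then exposed to compounds overnight at 37 deg C. Blocked degradation read as raised yellow fluorescence (Ex 488/Em 500-530).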
IDH1 R132H inh: blocks human mutant IDH1 R132H enzyme | Potency, µM (doses to about 76.6 µM), for the others: at the highest dose activity change, negative = inhibition, hits mostly inhibitors | IDH1-R132H enzyme, NADPH consumption, diaphorase/resazurin fluorescence | O75874 | AID 602179 | 0.093% of 390,000 active; note: potency is the fitted concentration of half-maximal effect; % is set by controls: 0 for no effect and ±100 for the full control effect; nearly all actives have a fitted effect of over 65% in size
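IDH1-R132H (0.5 ug/mL) preincubated 30 min with compound, then NADPH (0.016 mM) and alpha-KG (2 mM) added; 80 min at RT, pH 7.5. Remaining NADPH coupled via diaphorase/resazurin to fluorescence (540/590 nm); concentration-response curves normalized to no-enzyme control.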
Glioma ERSR ind: inducers of ER stress response in human glioma cells. 0.02% of 420,000 active. AID 602332. U87-MG GRP78 promoter luciferase reporter, 16 h. Potency, µM, for the others: at the highest dose activation, usual class: activators; note: potency is the fitted concentration of half-maximal effect; series mostly up to about 76 µM; % of control where 0% means no effect; nearly all actives have a fitted effect of over 35% in size
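Stably transfected U87-MG human glioma cells carrying a GRP78-based luminescent sensor were seeded at 1000 cells/well, pin-dosed with compounds and incubated 16 h. Luciferase reagent was then added, and end-point luminescence was read after 10 min at room temperature.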
RXFP1 agonist: agonists of human relaxin receptor RXFP1; 0.3% of 370,000 active; Q9HBX9; AID 2676; HEK293T-RXFP1 cAMP TR-FRET, 30 min; response scale: percent of porcine relaxin response, buffer zero; Potency, µM (series often up to 57.5 µM), inactives show at the highest dose activation, hits mostly activators; note: potency is the fitted concentration of half-maximal effect; % is set by controls: 0 for no effect and ±100 for the full control effect; nearly all actives have a fitted effect of over 60% in size; many of its hits are not listed in these tables
Target sequence (Q9HBX9 whole entry, looked up): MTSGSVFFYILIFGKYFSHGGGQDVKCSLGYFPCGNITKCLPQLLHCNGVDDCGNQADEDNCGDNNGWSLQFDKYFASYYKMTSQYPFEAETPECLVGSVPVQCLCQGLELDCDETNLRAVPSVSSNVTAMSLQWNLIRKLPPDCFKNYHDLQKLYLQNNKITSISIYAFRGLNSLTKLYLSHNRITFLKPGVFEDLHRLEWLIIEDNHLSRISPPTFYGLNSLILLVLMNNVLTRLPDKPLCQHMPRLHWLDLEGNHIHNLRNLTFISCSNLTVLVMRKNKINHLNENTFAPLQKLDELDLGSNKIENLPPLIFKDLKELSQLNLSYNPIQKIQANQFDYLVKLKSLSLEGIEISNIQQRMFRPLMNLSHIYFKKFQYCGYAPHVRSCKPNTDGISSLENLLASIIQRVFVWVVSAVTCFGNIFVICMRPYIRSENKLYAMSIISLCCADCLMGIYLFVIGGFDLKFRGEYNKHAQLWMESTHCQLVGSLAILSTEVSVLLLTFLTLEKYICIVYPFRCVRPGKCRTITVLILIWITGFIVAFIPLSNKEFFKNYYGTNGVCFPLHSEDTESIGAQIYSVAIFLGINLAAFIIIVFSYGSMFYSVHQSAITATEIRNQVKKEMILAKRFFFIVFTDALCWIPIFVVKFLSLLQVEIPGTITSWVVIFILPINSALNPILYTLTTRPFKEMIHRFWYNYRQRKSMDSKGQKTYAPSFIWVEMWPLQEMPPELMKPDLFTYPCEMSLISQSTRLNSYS
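Agonist response is measured as cAMP accumulation in an RXFP1-transfected HEK293T line under PDE4 inhibition. Values are scaled between buffer-only and 29 nM porcine relaxin, and EC50s come from standard Hill equation fits.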
LDHA block: LDHA (human) enzyme inhibition. AID 1347041. P00338. 0.15% of 480,000 active. activity change, % (values are at about 110 or 230 µM). purified LDHA, NADH/diaphorase-resazurin fluorescence; active compounds read low; in the data active = activity change below about -30%; inconclusive = mostly about -25% to -30%;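 note: plate controls were DMSO wells for no effect and wells without enzyme for full effect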
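Human LDH5 (2 nM) was incubated with 0.06 mM NADH and 0.2 mM pyruvate for 5 min at room temperature in Tris pH 7.4. Remaining NADH was coupled through diaphorase/resazurin, and resorufin fluorescence was read at 0 and 20 min.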
PI4K2A block: inhibitors of human PI4K2A; Q9BTU6; purified PI4K2A, ADP-Glo luminescence, 1 h; active compounds read low; activity change, negative = inhibition, % at 76.9 µM; 0.13% of 420,000 active; AID 1346378; in the data active = activity change below about -50%; inconclusive = mostly about -30% to -49%;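 note: -100% = wells without enzyme as full effect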
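Compounds are screened against recombinant PI4K2A using PI as substrate and ATP, the latter dispensed at 300 microM. Reactions run one hour at ambient temperature before ADP-Glo detection; full inhibition defined by wells lacking enzyme.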
TrxR1 substrate: rat thioredoxin reductase 1 substrate activity; Potency, µM (series often up to 114 µM), for the others: at the top dose activity change, negative = substrate turnover; AID 588456; purified TrxR1 substrate turnover, NADPH consumption readout; 0.01% of 390,000 active; O89049; note: potency is the fitted concentration of half-maximal effect; % is set by controls: 0 for no effect and ±100 for the full control effect; nearly all actives have a fitted effect of over 50% in size
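Rat TrxR1, dispensed at 90 nM, was prereduced with 400 uM NADPH (final) for 5 min at ~22 deg C, then incubated with compound 15 min before 400 uM selenite. A first-read NADPH fluorescence drop versus no-compound background flagged substrates.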
USP1 inh: blocks the human USP1/UAF1 deubiquitinase complex | O94782 | recombinant USP1/UAF1, Ub-Rhodamine cleavage fluorescence | Potency, µM (top dose mostly 57.1 µM), without a hit: at the highest dose activity change, negative = inhibition, actives largely listed as inhibitors | 0.23% of 390,000 active; note: potency is the fitted concentration of half-maximal effect; % is set by controls: 0 for no effect and ±100 for the full control effect; nearly all actives have a fitted effect of over 60% in size; inactives centre near -12
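USP1/UAF1 complex at 1 nM was preincubated with compound for 15 min at room temperature, then Ub-Rho substrate (150nM final) was added. Fluorescence (480/540 nm) was read kinetically, 6 reads every 60 seconds.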
Vif-APOBEC3G blk: blocks the Vif interaction with human APOBEC3G; AID 602310; HeLa A3G-eYFP + Vif (tagged APOBEC3G with the HIV-1 protein that degrades it), YFP fluorescence, overnight; 0.076% of 410,000 active; Potency, µM (series often up to 46.1 µM), inactives show at the highest dose activity, negative = active, actives largely listed as inhibitors;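 note: potency is the fitted concentration of half-maximal effect; % is set by controls: 0 for no effect and ±100 for the full control effect; nearly all actives have a fitted effect of over 60% in size; hits raise eYFP signal because A3G escapes Vif-driven loss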
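Read-out is eYFP fluorescence (Ex 488/Em 500-530) from Vif-expressing HeLa A3G-eYFP cells; more signal means A3G escaped Vif-mediated degradation. Cells plated overnight, compound pinned in, incubated overnight at 37 deg C.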
The depositor's hits bear a star; ? = inconclusive; · = not tested or not shown; [ ] = dose if it differs, or a comment. Unless noted, calls come from the whole dose curve; as a rule, active = well fitted curve in the direction sought with a large enough effect; inconclusive = small, poorly fitted or top-dose-only effect, or another doubt; inactive = no such curve, though single readings can be large; an effect the other way counts as inactive or inconclusive. Some of the compounds tested, so the mix of outcomes need not match the whole.

1. Cc1noc(C)c1NC(=O)N(C)C[C@H]1Oc2c(NS(=O)(=O)c3cn(C)cn3)cccc2C(=O)N([C@H](C)CO)C[C@@H]1C
2. COc1cc(OC)c(Nc2c3c(nc4nc(-c5cccs5)nn24)CCCC3)cc1Cl
3. CCCCC(NC(=O)CCc1c(C)c2cc3c4c(oc3c(C)c2oc1=O)CCCC4)C(=O)O (centres undefined)
4. COc1ccc(-c2nnc(NC(=O)c3ccc4c(c3)OCCO4)o2)cc1
5. COc1ccc(/C=C/C(=O)N[C@@H](C)C(=O)O)cc1

Assay by compound,1,2,3,4,5
Vif-APOBEC3F blk,-8%,-13%,-4%,-11%,1%
IDH1 R132H inh,-9%,32µM*,46µM*,-3%,5%
Glioma ERSR ind,-5%,1%,-4%,-2%,-6%
RXFP1 agonist,·,2.6%,7.5%,-1.6%,2.7%
LDHA block,-8,6,0,1,3
PI4K2A block,2,2,3,4,-5
TrxR1 substrate,-8%,0%[57.1 µM],8%,10%,-23%[57.1 µM]
USP1 inh,1%,?,-12%,-23%,-16%
Vif-APOBEC3G blk,-2%,-14%,-1%,-25%,-1%

6. CN(C)C(=O)/C(=C\c1ccncc1)NC(=O)c1ccccc1
7. CCC(=O)c1cc2c(C)cc(=O)oc2c(C)c1OC
8. CC(C)NC(=O)CC1C(=O)NCCN1CC(c1ccccc1)c1ccccc1 (centres undefined)
9. Cc1nnc(SCC(=O)N2c3ccccc3C(C)(c3ccccc3)CC2(C)C)s1 (centres undefined)
10. CC(=O)Nc1cccc(-c2cc(NC=O)c3ncc(-c4cccc(C(C)=O)c4)n3c2)c1

Assay by compound,6,7,8,9,10
Vif-APOBEC3F blk,-5%,-8%,1%,-1%,·
IDH1 R132H inh,11%,10%,6%,-5%,·
Glioma ERSR ind,-2%,-1%,-1%,-4%,-3%
RXFP1 agonist,3.9%,2.9%,1.3%,-0.1%,·
LDHA block,0,-14,8,-3,1
PI4K2A block,3,5,3,3,-6
TrxR1 substrate,0%[57.1 µM],5%,-21%[11.4 µM],-17%,·
USP1 inh,-1%,-15%,-9%,-9%,·
Vif-APOBEC3G blk,-3%,3%,1%,-8%,-22%

11. O=C(CSc1nc2ccccc2n1CC(=O)Nc1ccc(F)cc1F)Nc1ccc(F)cc1
12. Cc1cccc(-c2nc(=S)c3c(o2)CCCC3)c1
13. CCCn1c(=O)[nH]c(=O)c2c1nc(-c1ccc(C#N)cc1)n2CCOC
14. CCn1c(CNc2cccc(C(F)(F)F)c2)n[nH]c1=S
15. C=C1C=C(C)n2ncc(C(=O)Nc3ccc(NC(C)=O)c(Cl)c3)c2N1

Assay by compound,11,12,13,14,15
Vif-APOBEC3F blk,-7%,-9%,-21%,2%,·
IDH1 R132H inh,0%,14%,6%,0%,·
Glioma ERSR ind,-6%,5%,-5%,-2%,-2%
RXFP1 agonist,-0.3%,-1.0%,7.8%,-0.8%,·
LDHA block,-12,-4,-8,2,-6
PI4K2A block,1,2,2,-1,·
TrxR1 substrate,7%[57.1 µM],-3%,783%[activator],1%,0%
USP1 inh,-20%,-6%,-6%,-11%,·
Vif-APOBEC3G blk,-19%,2%,-4%,-1%,2%

16. Cc1cccc(C)c1OCC(=O)Nn1c(COc2ccccc2)nc2ccccc2c1=O
17. Nc1nnc(-c2cccc([N+](=O)[O-])c2)o1
18. Cc1ccc(-n2cc(-c3ccccc3)c3c(N4CCN(C)CC4)ncnc32)cc1
19. COC(C(=O)NC1CC1)c1ccccc1 (centres undefined)
20. C=CCOCC(O)CS(=O)(=O)Cc1ccc(Cl)cc1 (centres undefined)

Assay by compound,16,17,18,19,20
Vif-APOBEC3F blk,-1%,19%,0%,-8%,3%
IDH1 R132H inh,-5%,4%,2%,-4%,0%
Glioma ERSR ind,-4%,7%,-4%,1%,0%
RXFP1 agonist,0.0%,-0.8%,1.7%,1.3%,1.6%
LDHA block,-8,-1,-3,-3,-3
PI4K2A block,1,2,-2,-2,7
TrxR1 substrate,-2%,-1%,-3%[57.1 µM],-3%,-5%
USP1 inh,-22%,-27%,-5%,-14%,-3%
Vif-APOBEC3G blk,0%,0%,0%,1%,-2%

21. COc1ccc(C(=O)c2ccccc2)c2c(O)ccc(C(=O)c3ccccc3)c12
22. Cc1ccc(NC(=O)C/C(N)=N/O)cc1C
23. CCOC(=O)C1CCN(S(=O)(=O)c2c(C)[nH]c(=O)[nH]c2=O)CC1
24. Cn1c(=O)c2c(-c3ccccc3)n(-c3ccccc3O)cc2n(C)c1=O
25. Cc1ccccc1-c1nc(CS(=O)(=O)CC(=O)NCCN2CCCC2)c(C)o1
26. COC(=O)c1ccc(N2CCN(C)CC2)c(NC(=O)c2cccnc2)c1
27. N#C/C(=C\c1ccc(OCCN2CCOCC2)cc1)C(=O)Nc1ccccc1

Assay by compound,21,22,23,24,25,26,27
Vif-APOBEC3F blk,-10%,-2%,7%,-6%,2%,5%,-1%
IDH1 R132H inh,-2%,2%,2%,14%,-4%,6%,2%
Glioma ERSR ind,-8%,-1%,-3%,1%,-5%,-4%,1%
RXFP1 agonist,0.2%,0.1%,0.5%,5.5%,-1.6%,10%,-0.8%
LDHA block,3,-5,-4,-2,-4,-5,-3
PI4K2A block,-9,-6,0,-6,-1,2,7
TrxR1 substrate,-9%,1%,11%,25%,6%,4%[57.1 µM],-5%
USP1 inh,-7%,-23%,-18%,-9%,-6%,-12%,-14%
Vif-APOBEC3G blk,-8%,-1%,7%,0%,1%,-3%,0%

Entries from the list above that contain four or more nitrogen atoms, in the order listed:
1. Cc1noc(C)c1NC(=O)N(C)C[C@H]1Oc2c(NS(=O)(=O)c3cn(C)cn3)cccc2C(=O)N([C@H](C)CO)C[C@@H]1C
2. COc1cc(OC)c(Nc2c3c(nc4nc(-c5cccs5)nn24)CCCC3)cc1Cl
10. CC(=O)Nc1cccc(-c2cc(NC=O)c3ncc(-c4cccc(C(C)=O)c4)n3c2)c1
11. O=C(CSc1nc2ccccc2n1CC(=O)Nc1ccc(F)cc1F)Nc1ccc(F)cc1
13. CCCn1c(=O)[nH]c(=O)c2c1nc(-c1ccc(C#N)cc1)n2CCOC
14. CCn1c(CNc2cccc(C(F)(F)F)c2)n[nH]c1=S
15. C=C1C=C(C)n2ncc(C(=O)Nc3ccc(NC(C)=O)c(Cl)c3)c2N1

Assay by compound,1,2,10,11,13,14,15
Vif-APOBEC3F blk,-8%,-13%,·,-7%,-21%,2%,·
IDH1 R132H inh,-9%,32µM*,·,0%,6%,0%,·
Glioma ERSR ind,-5%,1%,-3%,-6%,-5%,-2%,-2%
RXFP1 agonist,·,2.6%,·,-0.3%,7.8%,-0.8%,·
LDHA block,-8,6,1,-12,-8,2,-6
PI4K2A block,2,2,-6,1,2,-1,·
TrxR1 substrate,-8%,0%[57.1 µM],·,7%[57.1 µM],783%[activator],1%,0%
USP1 inh,1%,?,·,-20%,-6%,-11%,·
Vif-APOBEC3G blk,-2%,-14%,-22%,-19%,-4%,-1%,2%

17. Nc1nnc(-c2cccc([N+](=O)[O-])c2)o1
18. Cc1ccc(-n2cc(-c3ccccc3)c3c(N4CCN(C)CC4)ncnc32)cc1
26. COC(=O)c1ccc(N2CCN(C)CC2)c(NC(=O)c2cccnc2)c1

Assay by compound,17,18,26
Vif-APOBEC3F blk,19%,0%,5%
IDH1 R132H inh,4%,2%,6%
Glioma ERSR ind,7%,-4%,-4%
RXFP1 agonist,-0.8%,1.7%,10%
LDHA block,-1,-3,-5
PI4K2A block,2,-2,2
TrxR1 substrate,-1%,-3%[57.1 µM],4%[57.1 µM]
USP1 inh,-27%,-5%,-12%
Vif-APOBEC3G blk,0%,0%,-3%
